HGIII-sPLA2 inh – human group III sPLA2 inhibitors, primary screen, biochemical, QFRET, BODIPY PC-A2 liposome substrate | Group 3 secretory phospholipase A2 (Homo sapiens), Q9NZ20 | QFRET BODIPY PC-A2 liposome hydrolysis, fluorescence | inhibition, % at 12.2 µM | 370,000 tested, 0.56% active | AID 743126, 2013;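 active = inhibition above mean plus 3 SD of compounds lying within the high and low control bounds, cut at about 19% in these data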;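 also: 0% = median of test compound wells and 100% = no enzyme DMSO wells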
rCAG binder – binders of r(CAG) RNA repeats, primary screen, biochemical, fluorescence; 370,000 tested, 1.3% active; inhibition, % at 3 µM; r(CAG) RNA repeat, TO-PRO-1 dye displacement fluorescence;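 active = inhibition above the plate cutoff, the mean of all test compounds on that plate plus 3 SD, cut at about 35% in these data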;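 also: 0% = DMSO alone and 100% = 100 µM mitoxantrone as full dye displacement; higher means more dye released from RNA so lower well fluorescence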
NPR2 activator – human GC-B receptor activators, primary screen, HEK293 GC-B cells, cGMP TR-FRET, EC30 CNP. Atrial natriuretic peptide receptor 2 (Homo sapiens), P20594. 0% at EC30 CNP, 100% saturating CNP. activation, % at 10 µM. 370,000 tested, 0.11% active;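 active = activation at 10 µM reaching about 35% in either raw or pattern-adjusted values, limit read from the data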
KLK7 zymogen act – proKLK7 zymogen activators, primary screen, biochemical, fluorescence intensity | Kallikrein-7 (Homo sapiens), P49862 | purified proKLK7, EDANS-DABCYL substrate fluorescence; 100% is mature enzyme control, 0% vehicle | activation, % at 7 µM | 370,000 tested, 0.9% active | AID 652039, 2013;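 active = activation above the mean of all tested compounds plus 3 SD, computed per campaign excluding outliers beyond control limits, cut at about 13% in these data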
Target sequence (P49862 whole entry, looked up): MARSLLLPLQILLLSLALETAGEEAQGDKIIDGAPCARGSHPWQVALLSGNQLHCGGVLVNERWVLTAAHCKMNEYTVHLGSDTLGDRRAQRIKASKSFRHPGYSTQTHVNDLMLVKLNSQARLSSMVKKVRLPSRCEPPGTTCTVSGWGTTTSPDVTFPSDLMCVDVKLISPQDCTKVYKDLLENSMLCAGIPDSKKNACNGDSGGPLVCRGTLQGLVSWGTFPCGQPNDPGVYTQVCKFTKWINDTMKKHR
NPR1 activator – GC-A stimulated cGMP production enhancers – HEK293 GC-A cells, cGMP TR-FRET, EC30 ANP, primary screen; Atrial natriuretic peptide receptor 1 (Homo sapiens), P16066; 0% at EC30 ANP, 100% saturating ANP; activation, % at 10 µM; 370,000 tested, 0.14% active; in the data active = activation above about 40%
ASAP1 GAP inh – inhibitors of human ASAP1 ArfGAP activity, primary screen, biochemical, fluorescence polarization; inhibition, % at 16.5 µM; 360,000 tested, 0.19% active; ASAP1-stimulated ARF1 GTP hydrolysis, GDP FP detection; Arf-GAP with SH3 domain, ANK repeat and PH domain-containing protein 1 (Homo sapiens), …; in the data active = inhibition above about 25%;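 also: 0% = vehicle with enzyme and substrate and 100% = no enzyme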
Target sequence (Q9ULH1 325-724 limits assumed): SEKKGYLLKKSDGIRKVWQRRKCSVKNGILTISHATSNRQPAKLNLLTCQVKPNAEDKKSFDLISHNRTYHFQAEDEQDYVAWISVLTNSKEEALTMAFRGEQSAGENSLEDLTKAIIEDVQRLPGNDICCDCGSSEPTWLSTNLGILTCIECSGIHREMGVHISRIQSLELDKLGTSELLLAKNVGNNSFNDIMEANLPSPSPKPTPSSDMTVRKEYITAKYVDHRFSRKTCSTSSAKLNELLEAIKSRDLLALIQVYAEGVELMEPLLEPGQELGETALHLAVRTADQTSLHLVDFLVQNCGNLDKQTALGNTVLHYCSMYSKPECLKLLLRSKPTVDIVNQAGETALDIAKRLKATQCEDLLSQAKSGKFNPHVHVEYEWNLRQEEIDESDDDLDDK
ARFGAP1 inh – inhibitors of rat ARFGAP1 GAP activity, primary screen, biochemical, fluorescence polarization, GDP tracer. inhibition, % at 16.5 µM. 360,000 tested, 0.26% active. AID 651572, 2012. Arfgap1-stimulated ARF1 GTP hydrolysis, GDP FP detection. ADP-ribosylation factor GTPase-activating protein 1 (Rattus norvegicus), Q62848;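 active = inhibition above a per-plate limit, mean inhibition of low control wells plus 3 SD, cut at about 25% in these data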;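 also: 0% = DMSO wells with enzyme and 100% = wells lacking Arfgap1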
Target sequence (Q62848 1-136 limits assumed): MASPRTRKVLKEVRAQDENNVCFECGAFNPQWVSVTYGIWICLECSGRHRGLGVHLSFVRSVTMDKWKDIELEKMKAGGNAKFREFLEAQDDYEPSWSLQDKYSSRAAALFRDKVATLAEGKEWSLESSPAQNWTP
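Material: truncated rat Arfgap1 GAP domain; Incubation: compound-enzyme preincubation 20 min, reaction 120 min, detection 60 min, 25 °C; Read-out: percent inhibition of Arfgap1-stimulated GTP hydrolysis; Technique: FP, GDP Alexa 633 tracer displaced from anti-GDP antibody, 620/688 nm; Controls: No-Arfgap1 wells (100%) versus DMSO full-reaction wells (0%); Replication: single well per compound.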
Tn6 DDE FP – inhibitors of Tn6 peptide binding to fibrin DD(E), primary screen, biochemical, fluorescence polarization, human fibrin, Tn6 probe. Fibrin DD(E) TRITC-Tn6 fluorescence polarization displacement. inhibition, % at 8.3 µM. Fibrinogen beta chain (Homo sapiens), P02675. 370,000 tested, 0.21% active;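 active = inhibition above a per-campaign cutoff: mean of compounds within control limits plus 3 SD, cut at about 15% in these data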;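 also: 0% = median of all compound wells on the plate and 100% = blocking peptide control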
ADAM10 inh – human ADAM10 inhibitors, primary screen, biochemical, QFRET, HTS. Disintegrin and metalloproteinase domain-containing protein 10 (Homo sapiens), O14672. recombinant ADAM10, EDANS/DABCYL FRET peptide cleavage, 3 h. 370,000 tested, 0.62% active. inhibition, % at 7 µM;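 active = inhibition above a per-campaign cutoff equal to the mean of compounds falling between control-based bounds plus 3 SD, cut at about 20% in these data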;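 also: 0% = DMSO wells while the 100% control is not disclosed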
FXN GAA850 act – FXN promoter activators, primary screen, cell-based, luciferase luminescence, HEK293 lucGAA850; activation, % at 6 µM; AID 540364, 2011; HEK293 lucGAA850 FXN promoter luciferase reporter, 24 h; percent of 10 µM SAHA response; 360,000 tested, 0.56% active;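 active = activation above the average of all compounds screened plus 3 SD, cutoff fixed separately per campaign, cut at about 7.5% in these data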;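 also: 0% = DMSO wells and 100% = 10 µM SAHA wells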
Active calls of the source: *; i = inactive; · = no result given. Not a hit list; any-hit rate near 4.5%.

#	canonical_smiles	HGIII-sPLA2 inh	rCAG binder	NPR2 activator	KLK7 zymogen act	NPR1 activator	ASAP1 GAP inh	ARFGAP1 inh	Tn6 DDE FP	ADAM10 inh	FXN GAA850 act
1	COc1ccc(OCC(=O)Nc2ccc(NC(=O)c3ccccc3Cl)c(OC)c2)cc1	-24	-3	2	1.0	-1	-2	-7	-9	9	2.8
2	C[C@@H](NC(=O)[C@@H]1Cc2ccccc2CN1)C(=O)NC1CCCCC1	6	0	3	0.0	-1	15	-13	10	-5	0.2
3	COC(=O)C(C#N)(CCC(=O)c1ccccc1)CCC(=O)c1ccccc1	5	1	-3	0.2	4	4	-9	3	-12	·
4	CN(C)CC#CCC(O)(c1ccccc1)c1ccccc1	9	-7	-24	0.0	-10	-2	11	-9	-2	1.5
5	Cc1ccccc1C(=O)N(C)[C@H]1C[C@H]2c3[nH]c4c(-c5ccc6c(c5)OCO6)cccc4c3CCN2C[C@H]1[C@H](C)O	-8	5	-11	0.6	-6	·	·	3	9	·
6	CC(OC(=O)c1ccc(Cl)nc1)C(=O)Nc1ccc(S(=O)(=O)N2CCCC2)cc1 (stereo not drawn)	-11	-2	2	0.1	0	-5	-11	3	-6	-0.7
7	CCOc1ncccc1C(=O)OCC(=O)c1ccc(Cl)s1	-5	-5	6	0.2	0	-7	11	3	-6	-0.2
8	COC(=O)C(NS(=O)(=O)c1ccc(N2CCCC2=O)cc1)c1ccccc1 (stereo not drawn)	-3	-6	5	0.2	1	1	2	-4	-5	-0.2
9	Nc1nc2c(c3c1c(=O)oc1ccccc13)CCCCC2	8	3	-7	-0.4	-6	-10	4	4	-164	0.7
10	CCC(C)C(NS(=O)(=O)c1ccc(C)cc1)C(=O)NCCCN1CCOCC1 (stereo not drawn)	4	2	1	-0.3	-1	-15	3	-3	0	2.2
11	COc1cccc(-n2c(SCC(=O)Nc3cc(C)on3)nc3c([nH]c4ccccc43)c2=O)c1	9	13	-3	-1.4	80*	-4	2	2	-5	-2.9
12	CC(C)(C)S(=O)(=O)N1C[C@H]2C(=CC[C@@H]3C(=O)N(c4ccccc4)C(=O)[C@@H]32)[C@H]1CCO	-7	5	5	0.1	3	1	-2	5	-8	0.3
13	COC(=O)c1ccc(/C=N/Nc2nc(N3CCCCC3)nc(N3CCCCC3)n2)cc1	1	1	0	-0.6	3	12	3	-4	1	0.1
14	CCCOC(=O)Nc1nnc(CCC)s1	-1	1	-2	-0.7	-1	8	-5	10	0	1.2
15	COc1ccc(CN2C(=O)c3ccccc3C2=O)cc1C(=O)Nc1ccccc1N1CCOCC1	3	-1	25	-0.2	23	8	3	4	-12	3.6
16	O=C(c1ccc(Cl)cc1)N1CCN(c2ccnc3cc(Cl)ccc23)CC1	-17	-6	-8	0.0	-10	1	-6	-6	-2	1.2
17	COC(=O)CSC1=C(C#N)C(c2ccc(C)o2)CC(=O)N1 (stereo not drawn)	1	-3	6	0.3	-4	3	7	2	-15	-5.2
18	CCc1ccc2nc(N(CCN(C)C)C(=O)c3ccc4ncsc4c3)sc2c1	5	-6	-5	0.3	1	-4	7	1	-11	5.2
19	CN(C)c1ccnc2sc(C(N)=O)c(N)c12	1	-4	1	0.1	1	11	7	4	-52	-2.3
20	Cc1ccc(Nc2nc(N)nc(CSc3nncn3C)n2)cc1	-5	0	-8	0.6	1	-12	1	-2	-2	6.6
21	Nc1nc(SCC(=O)N2CCN(c3ccc(F)cc3)CC2)n[nH]1	1	2	0	0.7	-1	-9	0	0	-1	0.2
22	CC1(C(=O)NCC(F)(F)F)CCN1C(=O)Cc1ccc(-c2ccccc2)cc1 (stereo not drawn)	-5	-1	1	0.3	6	-10	-2	4	-3	3.7
23	Cc1cc(C)cc(N2C(=O)CC(c3ccccc3)CC2=O)c1	9	0	2	-0.3	5	0	8	2	4	-0.4
24	O=C(Cc1cccs1)NCc1cccnc1	-2	3	-1	0.1	4	-21	-18	5	-11	-0.4
25	Cc1ccc(-n2c3c(c(=O)[nH]c2=O)C(NS(=O)(=O)c2ccc(C)cc2)(C(F)(F)F)C(=O)N3)cc1 (stereo not drawn)	11	7	3	0.1	6	10	2	-4	-3	-0.4
26	CC1CCN(CCCNC(=O)CN2C(=O)CSc3ccc(S(=O)(=O)N4CCCCC4)cc32)CC1	-1	1	-1	-0.1	3	-4	-8	4	-4	1.8
27	O=C(Nc1nnc(C2CC2)s1)c1cccc(S(=O)(=O)N2CC(c3ccccc3)CC2=O)c1 (stereo not drawn)	12	6	-2	-0.3	7	5	12	-12	-19	1.5
28	CC(C)CCNc1ncnc2c1nnn2Cc1ccccc1Cl	-3	-1	1	0.1	3	-1	-5	6	6	-3.2
29	CCN(CC(=O)Nc1cccc(OC)c1)C(=O)c1cccc(S(=O)(=O)N2CCc3ccccc32)c1	-24	5	-3	0.2	-3	-5	5	5	14	-0.3
30	Cc1c(Cl)cccc1NC(=O)NCc1ccccn1	-7	-2	0	-0.4	2	2	1	-1	-9	0.6
31	CC1CC(C)CN(S(=O)(=O)N2CCC(C(=O)NCc3ccco3)CC2)C1 (stereo not drawn)	-10	-5	3	-0.2	-4	-2	-4	7	-7	0.0
32	Cc1ccc(-n2c3c(c(=O)[nH]c2=S)C(C(F)(F)F)(C(F)(F)F)NC(=O)N3)cc1	5	1	5	0.8	0	6	-7	-6	0	1.4
33	Cc1cc(C(=O)COC(=O)CN(C)S(=O)(=O)c2ccc(Cl)cc2)c(C)n1Cc1cccs1	-8	1	4	0.6	2	9	11	-2	6	1.1
34	Cc1nn(C)c(C)c1NS(=O)(=O)c1ccc(Cl)cc1	-1	-1	6	0.5	1	-14	-1	8	-5	0.1
35	Cc1cc(C(=O)NCC(=O)Nc2c(C)cccc2C)c(C)o1	-9	0	4	0.3	1	9	-5	1	-6	2.7
36	O=C(NCCN1CCN(c2ccccc2F)CC1)C1c2ccccc2C(=O)N2CCc3ccccc3C12 (stereo not drawn)	-6	-5	-1	-0.6	-3	14	-11	8	6	-3.5
37	O=C(N/N=C/c1cccs1)c1[nH]ncc1Br	5	3	-1	0.4	-2	-4	-6	-4	-4	3.0
38	O=C(Cc1cccs1)Nc1ccc(Cl)cc1	0	4	5	-0.3	-4	-15	6	8	3	1.5
39	COc1cc(/C=N/Nc2ccc(Cl)cc2)ccc1OC(=O)c1cccs1	-2	6	-1	-0.5	-4	7	19	6	4	-0.6
40	O=C(NNC(=S)Nc1ccc(F)cc1)C1[C@H]2CCCC[C@@H]12 (stereo partly drawn)	25*	0	1	-0.1	3	-2	-15	-1	13	-0.8
41	CC(C)C(=O)NC(=S)Nc1ccc(S(=O)(=O)Nc2ccccc2)cc1	-24	3	1	-0.2	-1	3	0	2	12	0.3
42	CCN(Cc1ccccc1)C(=O)c1cccs1	1	0	0	0.1	0	8	-2	5	-1	0.5
43	Cc1cc(OC(=O)c2ccc3ccccc3c2)c([N+](=O)[O-])c(=O)[nH]1	3	2	3	0.0	6	15	9	-4	5	0.4
44	COc1cccc(C(=O)NC2CC3CCCC(C2)N3S(=O)(=O)c2ccccc2)c1 (stereo not drawn)	2	31	-3	0.6	-2	-10	-2	4	1	-2.1
45	CCC(C)NC(=O)C1CCC(=O)N(c2cc(OC)c(OC)c(OC)c2)C1c1ccc(OC)cc1 (stereo not drawn)	6	-4	0	0.1	1	-6	7	-2	-7	-2.1
46	Cc1cc(NC(=O)CN2C(=O)NC3(CCCCCC3)C2=O)ccc1Br	-7	5	3	-0.5	5	1	11	8	13	1.0
47	Cc1cccc(C)c1NC(=S)N/N=C/c1ccccc1C(=O)O	8	6	0	-0.7	-4	-15	8	2	4	1.7
48	Cc1ccc(NC(=O)c2cc(-c3cc(Cl)ccc3C)n[nH]2)cc1NS(C)(=O)=O	-23	7	-6	-0.8	-11	2	14	-9	6	-4.2
49	CC(C)(C)n1nnnc1C(c1ccc(F)cc1)N1CCN(Cc2ccc3c(c2)OCO3)CC1 (stereo not drawn)	2	-7	-8	-0.2	-11	-16	-8	1	6	-5.3
50	CCCCC(Br)C(=O)Nc1ccc(S(=O)(=O)Nc2cc(C)nc(C)n2)cc1 (stereo not drawn)	-9	2	0	0.1	1	-6	-2	1	-13	-0.6

Next part
#	canonical_smiles	HGIII-sPLA2 inh	rCAG binder	NPR2 activator	KLK7 zymogen act	NPR1 activator	ASAP1 GAP inh	ARFGAP1 inh	Tn6 DDE FP	ADAM10 inh	FXN GAA850 act
51	CCOC(=O)c1ccc(NC(=O)COc2ccc(S(=O)(=O)NC(C)(C)C)cc2)cc1	1	1	-2	0.2	-5	2	1	-6	3	-0.4
52	Cc1ccc(C)n1-n1cnc2sc3c(c2c1=O)CCC3	0	6	-2	0.6	7	6	1	8	1	-0.3
53	COc1ccc(C(CNC(=O)CNC(=O)c2ccccc2)N2CCCC2)cc1 (stereo not drawn)	5	4	2	0.7	-2	8	-6	0	-18	0.2
54	O=C(CCN1C(=O)S/C(=C\c2ccccc2)C1=O)Nc1ccc(O)cc1C(=O)O	-18	46*	1	-0.7	3	14	6	6	-6	-0.5
55	Cc1cc(NC(=O)c2cnn3cccnc23)no1	0	2	1	0.1	-3	1	9	-5	-8	4.4
56	COc1ccc(NC(=O)CSCC(=O)N2c3ccccc3CCc3ccccc32)cc1	-14	-8	-10	0.9	-6	-13	0	4	5	-0.7
57	O=C(NCc1ccc(-c2csnn2)cc1)C1CC1	15	-1	2	-0.2	4	5	-17	4	-4	1.3
58	CCN(C(=O)COC(=O)[C@H](C)N=C1NS(=O)(=O)c2ccccc21)C1CCS(=O)(=O)C1 (stereo partly drawn)	5	-7	4	0.4	4	-15	-2	-5	-2	0.2
59	O=C1CCCC2=C1C(c1ccc(O)cc1)c1c(ccc3ccccc13)N2 (stereo not drawn)	-18	10	4	20*	4	17	-5	-2	i	0.2
60	Cc1ccc(C(=O)OCC(=O)Nc2cc(C(C)(C)C)nn2-c2ccccc2)c(O)c1	-4	-4	-5	0.4	-2	-10	1	-6	15	-0.5

Screening data: PubChem BioAssay, several laboratories
